High-throughput results (PubChem)
Rtt109 Vps75 = inhibitors of Candida albicans Rtt109/Vps75 histone acetyltransferase. Q5AAJ8. purified Rtt109/Vps75, ThioGlo CoA-SH fluorescence, 4 h. inhibition, % at 34.9 µM. hit rate 0.16% among 330,000;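 active means inhibition of at least 50% in every replicate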
Keap1 Nrf2 FP = inhibitors of human Keap1-Nrf2 protein-protein interaction; Q14145; Keap1 Kelch-Nrf2 peptide fluorescence polarization, 1536-well; inhibition, % at 9.4 µM; hit rate 0.15% among 340,000; AID 504523; in the data active means inhibition above about 12%;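 further: human Keap1 Kelch domain with fluorescein labeled Nrf2 9mer peptide probe; 0% = neutral control wells and 100% = peptide positive control; higher means more block of Keap1 binding to Nrf2 peptide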
CAL PDZ FP-1 = blocks peptide binding to the human CAL PDZ domain. purified CAL PDZ, TMR-peptide fluorescence polarization, 1 h. inhibition, % at 24.9 µM. hit rate 0.92% among 300,000. AID 602252;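 active means mean inhibition of at least 30% with at least half of replicates also reaching 30%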;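 further: 0% = DMSO neutral control and 100% = excess unlabeled competitor peptide PRC23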
CAL PDZ FP-2 = blocks peptide binding to human CAL PDZ domain; Q9HD26; purified CAL PDZ, TMR-peptide fluorescence polarization, 1 h; inhibition, % at 20 µM; hit rate 0.02% among 330,000; AID 504414;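 active means highest replicate inhibition of at least 40%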;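 further: plate controls were DMSO neutral control wells for no effect and unlabeled competitor peptide control wells for full effect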
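Test system: purified CerCALP PDZ construct; Compound dosing: one concentration, 20 µM compound; Also added: TMR-labelled reporter peptide T*-PRC34 bound in PDZ groove; Read-out: inhibition from polarization loss; Controls: unlabelled peptide and DMSO controls; Signal: FP readout, S and P plane fluorescence; Incubation: 1 h at RT.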
SR-BI uptake up = activators of SR-BI mediated HDL lipid uptake. CHO ldlA[mSR-BI] cells, DiI-HDL uptake fluorescence, 3 h; 100 = double the neutral-control signal. activation, % at 12.5 µM. hit rate 0.096% among 320,000. AID 504775;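 active means mean replicate activation of at least 60% and every replicate at or above 60%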;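 further: 0% = median plate neutral-control signal and 100% = twice that signal; values of inactives mirror those of a sister screen read the other way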
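material = CHO ldlA[mSR-BI] cells | medium = Ham's F12 with 0.5% BSA, HEPES 25 mM, pH 7.4 | reagent = fluorescent DiI-HDL, 10 µg/mL final | compound dosing = single-point compound dose | incubation = 3 h, 37 °C | measured by = bottom-read fluorescence, 550/595 nm | measure = HDL uptake via cellular fluorescence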
PKA-R2B activ = activators of human PKA-R2B complex; AID 504700; PKA-R2B holoenzyme dissociation, Cy5-IP20 fluorescence polarization; R2B truncated from residue 108, S112A mutant; 0% DMSO only, 100% 113 µM cGMP; P22694+P31323; activation, % at 11.4 µM; hit rate 0.079% among 340,000;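 active means activation above a cutoff set at the mean over all compounds plus 3 SD, cut at about 18% in these data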;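 further: higher means more holoenzyme dissociation and a rise in polarization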
Target sequence (P31323 whole entry, looked up, other chains not shown, the tested form may be a part): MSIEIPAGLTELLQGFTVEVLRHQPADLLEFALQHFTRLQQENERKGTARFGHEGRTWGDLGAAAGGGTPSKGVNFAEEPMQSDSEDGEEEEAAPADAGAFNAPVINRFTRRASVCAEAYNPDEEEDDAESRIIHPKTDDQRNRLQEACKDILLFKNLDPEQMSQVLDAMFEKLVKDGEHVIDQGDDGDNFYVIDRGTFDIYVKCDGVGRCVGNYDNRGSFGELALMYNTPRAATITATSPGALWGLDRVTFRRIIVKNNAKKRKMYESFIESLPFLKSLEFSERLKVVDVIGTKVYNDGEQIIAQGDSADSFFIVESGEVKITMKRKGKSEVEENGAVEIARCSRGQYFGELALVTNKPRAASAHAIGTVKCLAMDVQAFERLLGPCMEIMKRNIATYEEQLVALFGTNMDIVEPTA
Cardiac RTF inh = cardiac RTF calcium desensitization. inhibition, % at 7.15 µM. IANBD-labeled cardiac RTF, Ca2+ fluorescence. hit rate 0.12% among 340,000. P19429+P45379;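 active means inhibition above the mean inhibition of all tested compounds plus 3 SD, cut at about 17% in these data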;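 further: assay run at fixed EC70 calcium of 1.6 mM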
DAGLB inhibitor = diacylglycerol lipase beta (human) inhibition. Q8NCG7. HEK293T DAGLB membrane lysate, EnzChek fluorogenic substrate. inhibition, % at 5.17 µM. hit rate 0.059% among 340,000; in the data active means inhibition above about 34%;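 further: 0% = enzyme with vehicle and 100% = wells lacking enzyme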
Target sequence (Q8NCG7 whole entry, looked up): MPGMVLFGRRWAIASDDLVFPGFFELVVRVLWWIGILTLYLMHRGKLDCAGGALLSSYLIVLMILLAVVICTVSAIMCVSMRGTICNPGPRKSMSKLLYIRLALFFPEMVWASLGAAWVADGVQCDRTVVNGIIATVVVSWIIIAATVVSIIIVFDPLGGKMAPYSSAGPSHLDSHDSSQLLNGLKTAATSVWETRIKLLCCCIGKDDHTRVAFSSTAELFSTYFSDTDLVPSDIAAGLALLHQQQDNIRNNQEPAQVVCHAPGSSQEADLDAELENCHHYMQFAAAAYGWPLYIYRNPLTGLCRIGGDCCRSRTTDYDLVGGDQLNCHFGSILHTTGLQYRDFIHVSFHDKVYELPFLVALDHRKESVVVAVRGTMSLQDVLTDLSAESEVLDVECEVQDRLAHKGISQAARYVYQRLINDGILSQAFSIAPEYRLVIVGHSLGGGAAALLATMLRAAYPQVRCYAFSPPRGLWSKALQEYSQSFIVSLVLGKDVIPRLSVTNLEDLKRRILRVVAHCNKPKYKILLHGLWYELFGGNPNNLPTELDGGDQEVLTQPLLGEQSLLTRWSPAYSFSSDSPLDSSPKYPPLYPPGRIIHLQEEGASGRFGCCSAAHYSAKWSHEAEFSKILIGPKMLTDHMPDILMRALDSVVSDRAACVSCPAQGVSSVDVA
RTF Ca sens act = increases calcium sensitivity of human cardiac regulated thin filaments | P19429+P45379 | IANBD-labeled TnC RTF fluorescence at EC20 calcium; 0% EC20 calcium, 100% full calcium | activation, % at 7.2 µM | hit rate 0.24% among 340,000 | AID 493008;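 active means activation above the mean over all tested compounds plus 3 SD, cut at about 30% in these data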;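 further: rise in fluorescence read as greater calcium sensitivity of cardiac thin filaments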
C-LANA FP = blocks KSHV LANA C-terminal domain binding to DNA; MBP-C-LANA/FAM-LBS DNA binding, fluorescence polarization; inhibition, % at 9 µM; hit rate 0.078% among 340,000;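 active means highest replicate inhibition at or above 60% at 9 µM, even if other replicates fall short; inactive means all replicates below 60% inhibition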;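 further: 0% = neutral control wells and 100% = 4 µM acridine orange control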
* hit, by the source's call; nt = no result given.

Below each SMILES: RTF Ca sens act | Cardiac RTF inh | DAGLB inhibitor | SR-BI uptake up | CAL PDZ FP-2 | Keap1 Nrf2 FP | CAL PDZ FP-1 | Rtt109 Vps75 | C-LANA FP | PKA-R2B activ
CCN(CC)CCOC(=O)c1ccc(NC(=O)c2cn(-c3ccccc3)nc2-c2cccs2)cc1
→ 1.1 | -5.6 | -0.8 | -26.0 | -6.0 | -3.0 | 6.4 | -6.2 | -0.1 | 8.4
Cc1cccnc1NC(=O)Cn1c(=O)oc2ccccc21
→ 1.0 | -1.7 | 2.7 | 32.8 | 0.6 | 2.5 | nt | 19.5 | 0.4 | 6.5
CCOc1ccc2nc(N3CCCC(C(=O)NC4CCCC4)C3)sc2c1 (stereo unspecified)
→ 2.6 | 3.8 | -1.5 | -47.0 | -1.7 | -4.2 | 4.6 | -0.8 | -1.7 | 3.2
CCOC(=O)c1cc2c(ccn2C)n1CC(=O)N1CCN(c2ccc(F)cc2)CC1
→ 4.8 | 3.4 | 1.4 | 9.0 | -0.7 | 3.7 | -3.2 | 3.8 | 0.2 | 1.0
CCSC(=O)NC12CC3CC(CC(C3)C1)C2
→ -0.3 | -1.1 | -4.9 | 18.9 | 1.1 | 2.3 | -0.9 | 16.7 | -1.3 | -10.9
C=C(C)c1cccc(C(C)(C)NC(=O)N2CCCCC2CC)c1 (stereo unspecified)
→ -3.7 | 2.5 | -0.3 | -13.8 | nt | -0.2 | -0.7 | 3.8 | 0.2 | -1.0
Nc1nonc1-c1nc2ccccc2n1CCC(=O)O
→ 3.8 | 2.1 | 0.5 | 5.7 | -0.8 | -3.9 | 0.5 | 3.4 | -0.3 | 2.8
COc1ccc(CNC(=O)C2CCN(S(=O)(=O)c3cc(OC)ccc3OC)CC2)cc1
→ -3.6 | 8.1 | -1.6 | -29.5 | 0.2 | 2.5 | -3.8 | 3.4 | -1.8 | 1.5
O=C(CN(c1ccc(F)cc1)S(=O)(=O)c1ccccc1)N1CCOCC1
→ 1.8 | -1.4 | 3.1 | 20.9 | -0.1 | 0.5 | -1.5 | -4.9 | -1.5 | 3.3
CCN(C(=O)c1cc2c(s1)-c1ccccc1OC2)c1cc(OC)ccc1OC
→ -1.2 | -6.2 | -8.1 | 9.1 | -0.9 | 1.8 | nt | 2.1 | -0.7 | -17.3
COc1ccc(C)cc1Nc1cc(C)nc2nc(C)nn12
→ 0.8 | -2.0 | 0.3 | 13.1 | -0.6 | -3.8 | -4.1 | 0.7 | 0.7 | 2.9
Cc1ccc(/C=C/C(=O)OCC(=O)N(CC(C)C)c2c(N)n(Cc3ccccc3)c(=O)[nH]c2=O)o1
→ -5.8 | -3.0 | -1.1 | -7.9 | -1.1 | 1.5 | 9.4 | 14.7 | 0.0 | -5.0
CNC(=S)NNC(=O)c1cc(-c2cccnc2)nc2ccccc12
→ -2.8 | -2.6 | -1.5 | 8.9 | -0.6 | -4.8 | nt | 0.7 | 0.3 | -6.8
COc1ccc2nc(NCc3cccnc3)sc2c1
→ -3.6 | 2.0 | 1.5 | -19.1 | 0.6 | -6.4 | 26.8 | -3.0 | -0.3 | -5.8
CCOc1ccc(C2C3=C(CCCC3=O)Nc3ccc4ncccc4c32)cc1 (stereo unspecified)
→ 6.5 | -4.8 | -0.9 | nt | -1.9 | -4.9 | -4.3 | 9.5 | 1.2 | -5.4
S=c1[nH]nc(C2CCCCC2)n1/N=C/C=C/c1ccccc1
→ -2.2 | -6.9 | 1.2 | -11.1 | -1.3 | 1.9 | 0.3 | 5.0 | 0.5 | -4.5
O=S(=O)(NCc1cccnc1)c1ccc2ccccc2c1
→ -4.9 | -30.0 | -0.1 | nt | -2.0 | 1.7 | nt | -7.6 | -0.2 | -3.0
COc1ccc(CNC(=O)CSc2cccc3cccnc23)cc1
→ 4.3 | -0.6 | -1.3 | 8.4 | -0.3 | 2.8 | 7.3 | -10.5 | -0.8 | 2.2
CC(C)CCNC(=O)C1CCN(S(=O)(=O)c2ccc3nc4c(c(C(=O)O)c3c2)CCCCC4)CC1
→ -7.3 | -6.5 | 2.0 | 10.3 | -0.6 | 0.8 | -6.1 | 0.5 | 1.7 | -3.3
CCOc1ccc(-n2c(=O)c3c(C)c(C(=O)N(C)C)sc3n(CC(=O)Nc3ccccc3F)c2=O)cc1
→ 4.1 | 5.8 | 0.5 | 8.7 | 0.0 | -4.7 | -0.1 | -9.0 | -0.5 | -1.9
O=C(NCSc1ccnc(SCNC(=O)c2ccccc2)n1)c1ccccc1
→ 6.4 | -6.2 | -3.9 | -2.2 | -0.9 | -4.1 | 5.4 | 5.9 | -0.4 | -8.0
CC(NC(=O)c1ccccc1)c1nc2ccccc2n1Cc1ccc(C#N)cc1 (stereo unspecified)
→ -1.0 | -2.3 | -1.4 | -15.2 | -1.6 | 3.6 | 4.7 | 1.7 | -0.8 | 4.8
CC(NC(=O)C(=O)NN=C1CCCC1)c1ccccc1 (stereo unspecified)
→ -9.4 | -1.0 | -0.6 | 14.3 | 0.6 | -2.8 | -0.5 | nt | 0.4 | -15.0
COC(=O)[C@H](Cc1ccccc1)N(C)S(=O)(=O)c1cccc(S(=O)(=O)N(C)[C@@H](Cc2ccccc2)C(=O)OC)c1
→ -2.7 | 9.2 | -6.9 | -13.0 | -1.9 | -2.6 | -6.3 | 1.2 | -1.6 | -15.4
O=C(Nc1ccc(O)c(-c2nc3ccccc3s2)c1)c1cccs1
→ 12.2 | 0.9 | -0.5 | 3.8 | -0.1 | -2.9 | -4.3 | 0.8 | 0.1 | -2.3
Cc1cc(=O)n2nc(N3CCC(C(=O)Nc4cccc(Cl)c4C)CC3)sc2n1
→ 0.9 | 7.8 | -3.9 | -8.3 | -1.2 | 5.4 | 0.0 | -2.1 | 2.0 | -5.3
COc1ccccc1NC(=O)C1CCCCN1S(=O)(=O)c1ccc(F)cc1 (stereo unspecified)
→ -2.3 | -3.5 | -7.0 | -25.3 | -0.9 | 1.0 | nt | 7.0 | -0.6 | -5.0
CC(C)CC1(C)CNC(=O)NC1
→ 1.6 | -3.3 | -0.5 | 18.8 | -0.2 | -1.6 | -6.1 | -11.1 | 0.3 | -11.9
O=C(Nc1ccc2c(c1)Cc1ccccc1-2)c1ccco1
→ -3.9 | -7.3 | -3.0 | -46.4 | -1.7 | 1.5 | -2.3 | 2.2 | 1.3 | 3.6
COC(=O)COc1ccc(S(=O)(=O)Nc2ccc3c(c2)OCCO3)cc1C
→ -1.5 | 4.6 | 0.3 | -9.8 | -0.2 | 0.0 | -0.3 | 2.3 | 2.2 | -2.5

Limited to SR-BI uptake up, C-LANA FP and DAGLB inhibitor (2 entries from above):
molecule | SR-BI uptake up | C-LANA FP | DAGLB inhibitor
COc1ccc(CNC(=O)CSc2cccc3cccnc23)cc1 | 8.4 | -0.8 | -1.3
CC(C)CCNC(=O)C1CCN(S(=O)(=O)c2ccc3nc4c(c(C(=O)O)c3c2)CCCCC4)CC1 | 10.3 | 1.7 | 2.0

More records follow:
Below each SMILES: RTF Ca sens act | Cardiac RTF inh | DAGLB inhibitor | SR-BI uptake up | CAL PDZ FP-2 | Keap1 Nrf2 FP | CAL PDZ FP-1 | Rtt109 Vps75 | C-LANA FP | PKA-R2B activ
c1ccc(CN2CCN(CCN3CCn4c3nc3ccccc34)CC2)cc1
→ 1.4 | -3.2 | -2.3 | -3.0 | -0.8 | -4.3 | 0.8 | -20.1 | 1.3 | -0.3
Cn1cnnc1SCC(=O)c1cccc([N+](=O)[O-])c1
→ 3.2 | -1.1 | 4.4 | 16.9 | -0.8 | -4.1 | -0.8 | -1.6 | -0.6 | -12.3
CC1CC(C)CN(CC(O)COCCOc2ccc(Br)cc2)C1 (stereo unspecified)
→ -1.4 | 7.4 | 0.8 | 17.5 | -2.4 | 2.5 | -1.5 | 1.0 | 0.4 | 3.1
CCOC(=O)c1cccc(NC(=O)CSc2nnc(COc3ccccc3)n2CC)c1
→ -6.2 | -1.1 | -6.0 | 4.5 | -1.8 | 1.6 | -4.8 | nt | -0.2 | 11.1
Cc1c(NC(=O)CN2C(=O)c3ccc([N+](=O)[O-])cc3C2=O)c(=O)n(-c2ccccc2)n1C
→ 3.8 | -8.6 | 1.0 | -7.7 | -0.7 | 1.5 | 55.4* | -5.8 | 1.0 | -7.4
COCc1nc2ccccc2n1Cc1c(F)cccc1Cl
→ -0.2 | -9.9 | 0.1 | -2.7 | 0.0 | -4.1 | -6.3 | -1.6 | -3.0 | 10.0
Cc1[nH]c2ccccc2c1/C=N/NC(=O)Nc1ccccc1
→ 1.1 | 3.5 | 2.0 | -39.0 | 0.5 | 0.0 | nt | -2.9 | -0.7 | 0.4
CCc1nc(C)ccc1OCC(=O)N(CC)CC
→ 2.7 | 5.0 | 0.1 | 32.8 | 0.0 | -1.5 | 6.0 | -1.6 | 0.2 | 11.9
CCn1c(=O)c(C(=O)Nc2ncccc2C)c(O)c2ccccc21
→ -0.5 | -3.9 | 1.6 | -2.9 | -3.2 | 3.6 | -10.0 | -12.5 | 1.6 | -4.2
COc1ccc(-c2nc(CN3CCC(C(=O)NC4CCCc5ccccc54)CC3)c(C)o2)cc1OC (stereo unspecified)
→ 1.4 | -7.5 | 3.7 | nt | -3.5 | -4.2 | 2.5 | -1.0 | -0.4 | -6.9
Cc1c(NC(=O)C(C)OC(=O)c2cc(Cl)nc(Cl)c2)c(=O)n(-c2ccccc2)n1C (stereo unspecified)
→ 6.8 | -3.4 | 2.4 | 1.4 | -0.1 | 2.9 | nt | -1.9 | 0.1 | -0.7
O=C(CN1C(=O)COc2ccccc21)Nc1ccc2c(c1)OCCO2
→ -7.1 | -5.8 | -0.7 | 12.9 | nt | 0.3 | -0.6 | -1.0 | -0.4 | -16.6
CNC(=O)COC(=O)c1ccc(Cl)c(S(=O)(=O)N2CCCC2)c1
→ -4.4 | 0.3 | -2.6 | 23.8 | -0.1 | 1.7 | 3.7 | -1.1 | 0.6 | 7.4
COc1ccc(NS(=O)(=O)c2cccc(C(=O)NN=Cc3ccc(O)c(OC)c3)c2)cc1
→ -2.2 | 6.7 | 1.4 | -20.8 | -1.4 | -0.7 | nt | 2.6 | -0.5 | -6.2
N#CCC(=O)N/N=C/c1ccc(OC2CSC2)cc1
→ -0.1 | -6.6 | -0.1 | 14.8 | -1.0 | 0.6 | nt | -6.0 | -0.8 | -11.6
COc1cccc(OC)c1C(=O)Nc1ccc2c(c1)n(C)c(=O)n2C
→ -3.1 | -7.4 | 0.5 | -10.4 | nt | -4.7 | -2.8 | -13.9 | -0.6 | 4.4
CC(C)OC(=O)CSc1nnc(-c2ccc(Cl)cc2Cl)n1N
→ -6.0 | -5.3 | 1.8 | 29.9 | -0.8 | 1.8 | nt | 1.2 | -0.4 | 3.8
COC(=O)c1ccc(N=Nc2ccccc2)cc1
→ 0.0 | -2.2 | 6.8 | 4.1 | -1.3 | 4.3 | -3.6 | -1.0 | -0.2 | 5.7
